PP1 inh: blocks human PP1-alpha phosphatase, a PP5 counter-screen; P62136; purified PP1alpha, OMFP fluorescence; inhibition, % at 6.7 µM; 320,000 compounds, 0.9% hits;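 active means inhibition above the mean inhibition of all tested compounds plus 3 SD, computed separately for each screening campaign, cut at about 15% in these data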
proCasp7 act: activates human procaspase-7, counter-screen for procaspase-3 activators; recombinant procaspase-7, Ac-DEVD-pNA absorbance 405 nm; D23A/D198A/D206A triple mutant, cannot self-cleave; scale: DMSO 0, 5 µM enzyme 100; AID 463210; activation, % at 8.5 µM; 330,000 compounds, 0.093% hits;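 active means percent activation above the screen-wide mean plus 3 SD, cut at about 25% in these data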
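System: Procaspase-7 triple mutant (PC-7 D3A); measure: % activation from two-timepoint absorbance difference, scaled to controls; times: 1 h compound preincubation, 2 h substrate cleavage, 25 °C; also added: Ac-DEVD-pNA substrate, 400 µM as added; measured by: Epi-absorbance of released pNA at 405 nm, two timepoints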
GASC-1 inh: inhibitors of human GASC-1 (JMJD2C) demethylase | Q9H3R0 | GST-JMJD2C(1-420) H3K9me3 demethylation, DELFIA europium | inhibition, % at 2.35 µM | 330,000 compounds, 0.069% hits;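 active means more than half of a compound's replicate wells show inhibition beyond 50%, single wells judged on their own value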;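 further: signal counts dimethyl H3K9 product captured on neutravidin plate; 0% = median of DMSO wells and 100% = 0.3 times that DMSO median; strong numbers were not always called active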
PP5 inh: blocks human protein phosphatase 5 activity; purified PP5c, OMFP substrate fluorescence; inhibition, % at 6.7 µM; 320,000 compounds, 0.18% hits; AID 1987;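 active means inhibition above the campaign's mean inhibition across all tested compounds plus 3 SD, cut at about 9.5% in these data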;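 further: 0% = DMSO only and 100% = 100 µM cantharidin control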
HCV core dimer: blocks dimerization of HCV core protein; 300,000 compounds, 0.33% hits; inhibition, % at 5 µM; TR-FRET GST/Flag-core106 dimerization, 1536-well; AID 1899;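 active means inhibition above the mean of all tested compounds plus 3 SD, set per screening campaign, cut at about 45% in these data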
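assay system = GST-tagged and Flag-tagged HCV core protein residues 1-106 | controls = unlabelled core106 and no-GST-core106 wells | incubation = compound-protein-antibody incubation 4 h at 22.5 °C | probe or stimulus = Eu donor and XL665 acceptor anti-tag antibodies | read-out = % inhibition based on acceptor/donor emission ratio | signal = TR-FRET 671 and 617 nm emission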
Fh CTSL1 inh: cathepsin L1 inhibition, PFM18AAP counter-screen | 300,000 compounds, 0.49% hits | recombinant F. hepatica cathepsin L1, Z-Leu-Arg-MCA fluorescence | inhibition, % at 5.96 µM | AID 1906;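 active means inhibition above the mean of all tested compounds plus 3 SD, set per screening campaign, cut at about 17% in these data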;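 further: 0% = plate median of test compound wells and 100% = 1 µM Z-Phe-Ala-diazomethylketone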
GRK2 aptamer HTS: inhibitors of human GRK2 displacing RNA aptamer | 330,000 compounds, 0.59% hits | inhibition of aptamer binding, % at 10 µM | P25098 | bead flow cytometry, FAM-aptamer displacement from GRK2;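 active means inhibition of aptamer binding above 40%, roughly 3 SD of noise, on plates passing a quality check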;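 further: median bead fluorescence of bound FAM aptamer so fluorescent compounds give negative values; no value below 0 was filed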
proCasp3 act: activators of human procaspase-3; P42574; recombinant procaspase-3 D3A, Ac-DEVD-pNA absorbance 405 nm; activation, % at 8.5 µM; 330,000 compounds, 0.11% hits;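 active means activation above the mean of all tested compounds plus 3 SD, cut at about 21% in these data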;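 further: 0% = DMSO alone and 100% = DMSO wells spiked with extra 5 µM PC-3 D3A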
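assay system = Procaspase-3 D3A mutant | signal = absorbance at 405 nm, 0 and 120 min | times = 1 h preincubation plus 2 h reaction at 25 °C | repeats = single replicate | read-out = % activation between DMSO and enzyme-spiked controls | medium = Zinc-free HEPES saline buffer with Triton X-100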
VLA-4 inh: inhibition in a human VLA-4 binding assay. P13612. VLA-4 expressing cells, ligand binding flow cytometry. inhibition, % (about 7 µM as worked out from the volumes in the protocol). 330,000 compounds, 0.2% hits; in the data active means inhibition above about 50%
Target sequence (P13612 whole entry, looked up): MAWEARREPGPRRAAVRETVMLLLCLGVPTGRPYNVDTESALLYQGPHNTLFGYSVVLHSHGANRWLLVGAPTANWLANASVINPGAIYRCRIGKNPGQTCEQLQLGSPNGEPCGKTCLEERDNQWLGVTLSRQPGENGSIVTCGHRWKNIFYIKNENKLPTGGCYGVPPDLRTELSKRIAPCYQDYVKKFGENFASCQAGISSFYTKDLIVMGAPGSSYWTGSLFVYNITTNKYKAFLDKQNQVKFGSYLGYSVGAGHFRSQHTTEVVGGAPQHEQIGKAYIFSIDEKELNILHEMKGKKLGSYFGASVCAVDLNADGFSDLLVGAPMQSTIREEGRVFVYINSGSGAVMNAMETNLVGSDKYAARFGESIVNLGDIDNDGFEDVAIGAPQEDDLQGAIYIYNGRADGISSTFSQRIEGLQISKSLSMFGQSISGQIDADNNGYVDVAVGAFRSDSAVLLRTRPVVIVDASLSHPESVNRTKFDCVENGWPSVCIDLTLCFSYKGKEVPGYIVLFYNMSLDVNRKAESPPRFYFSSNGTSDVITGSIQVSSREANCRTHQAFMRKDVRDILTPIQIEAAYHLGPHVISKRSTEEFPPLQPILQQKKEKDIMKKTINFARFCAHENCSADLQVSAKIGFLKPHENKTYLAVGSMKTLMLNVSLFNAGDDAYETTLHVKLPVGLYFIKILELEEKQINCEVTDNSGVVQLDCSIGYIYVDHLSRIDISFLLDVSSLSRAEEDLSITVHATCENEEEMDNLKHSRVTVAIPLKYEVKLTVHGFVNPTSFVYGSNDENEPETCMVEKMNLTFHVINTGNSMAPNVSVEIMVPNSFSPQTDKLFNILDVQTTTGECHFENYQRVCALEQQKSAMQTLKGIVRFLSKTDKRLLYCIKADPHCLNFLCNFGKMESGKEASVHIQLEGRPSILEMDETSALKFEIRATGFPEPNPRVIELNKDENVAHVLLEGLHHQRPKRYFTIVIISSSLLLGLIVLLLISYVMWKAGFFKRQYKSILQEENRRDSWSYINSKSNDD
Numbers without * were called inactive; i = inactive; . = not tested or not shown.

SMILES	PP1 inh	proCasp7 act	GASC-1 inh	PP5 inh	HCV core dimer	Fh CTSL1 inh	GRK2 aptamer HTS	proCasp3 act	VLA-4 inh
CN(C)C(CNC(=O)c1ccc(NC(=O)CC#N)cc1)c1ccccc1 (stereo not given)	2	9	-6	0.0	0	-2	0	1	9
C=C(C)C(=O)Nc1cccc(C(C)=O)c1	-2	6	7	1.9	-9	-4	9	-6	5
COc1ccc(Nc2nc(Cl)nc(NCCO)n2)cc1	-2	5	0	0.2	-3	3	0	-6	-9
O=C(Nc1nnc(-c2ccc(F)cc2)s1)c1c(F)cccc1Cl	3	-10	4	1.6	-10	-4	0	-6	-5
COc1ccc(Cl)cc1S(=O)(=O)n1ccnc1C(C)C	1	-2	-2	4.3	-29	-1	3	2	1
CCOc1cc(/C=N\NC(=O)Cc2ccccc2)ccc1OCC(=O)Nc1ccc(C)c(C)c1	0	3	-3	1.3	10	3	1	0	4
O=C(c1ccc(F)cc1)N1CCN(C2CCC(c3ccccc3)CC2)CC1 (stereo not given)	-1	3	8	4.7	-6	3	0	9	5
COC(=O)c1c(F)c(F)c(N2CCOCC2)c(F)c1F	0	2	2	2.2	-4	0	0	3	6
COc1ccc(C(=O)N(Cc2cccs2)C2CCS(=O)(=O)C2)cc1 (stereo not given)	-3	8	2	3.0	-6	0	5	2	13
CCOc1ccccc1NC(=O)Nc1cccc(S(N)(=O)=O)c1	-3	5	29	0.9	-2	0	0	2	1

Single values from the results shown.
VLA-4 inh, O=C(Nc1nnc(-c2ccc(F)cc2)s1)c1c(F)cccc1Cl → -5
PP1 inh, O=C(c1ccc(F)cc1)N1CCN(C2CCC(c3ccccc3)CC2)CC1 (stereo not given) → -1

Next entries:
SMILES	PP1 inh	proCasp7 act	GASC-1 inh	PP5 inh	HCV core dimer	Fh CTSL1 inh	GRK2 aptamer HTS	proCasp3 act	VLA-4 inh
CCC(O)CNc1nc(SC)nc2sc3c(c12)CCN(C)C3 (stereo not given)	-2	0	-38	4.2	-4	3	0	-5	-19
COc1ccc(OC)c(C2=Nn3c(nnc3-c3cc(C)[nH]n3)SC2)c1	-8	6	0	1.1	-4	2	5	3	12
COc1ccc(/C=N/NC(=O)c2cc(-c3ccccc3OC)nc3ccccc23)cc1COC(C)=O	1	6	22	1.3	13	8	2	1	6
COc1ccccc1OCC(O)CO (stereo not given)	-2	2	-4	0.0	-10	-3	2	15	21
CCOc1ccccc1-c1nnc(SCC(=O)Nc2ccccc2)o1	2	-3	8	-0.5	-5	2	1	0	4
COc1ccccc1CN1CCNC(=O)C1CC(=O)N(C)Cc1nc(C)cs1 (stereo not given)	2	5	0	-0.1	5	0	4	5	13
CCCc1nc2oc3ccccc3c(=O)c2c(=O)n1-c1ccccc1	1	2	-5	7.3	3	2	1	-1	20
C=CCNc1nc(C2(C)CC3(CC(C)OC3=O)C(=O)O2)cs1 (stereo not given)	-4	3	-4	2.7	3	-2	0	-4	29
C[C@H](CO)N1C[C@H](C)[C@@H](CN(C)Cc2ccc(Cl)c(Cl)c2)Oc2ccc(NC(=O)Cn3cnnn3)cc2C1=O	.	-1	22	.	.	.	2	-1	-11
CCN(CC(=O)Nc1ccc2c(c1)OCCO2)C(=O)c1ccc([N+](=O)[O-])s1	-3	-11	3	1.8	.	.	2	0	10
Cc1cccc(N(CC(=O)NC(C)(C)C)C(=O)CNC(=O)c2cccs2)c1	2	3	-21	1.3	5	4	2	2	11
COC(=O)C1=NN(C(=O)c2ccc(C)cc2)C(O)(c2ccc(Cl)cc2)C1 (stereo not given)	3	-9	-10	1.9	-5	5	1	-2	-11
O=C(CCc1nnc(COc2ccccc2)o1)NC1(c2ccccc2)CC1	-1	0	-5	-0.8	4	-1	9	-1	-7
COc1cccc(C(=O)N2CCCC(c3nc(-c4cccs4)no3)C2)c1 (stereo not given)	5	-4	16	4.0	0	-2	0	-4	-14
O=C(Nc1ccncc1)Nc1cccc(C(F)(F)F)c1	1	2	-38	1.3	9	2	0	-6	-5
Cc1cccc(Nc2nc(NCc3ccco3)c3ccccc3n2)c1	25*	-4	3	10*	-12	0	8	-9	i
Cn1c2ccccc2c(=O)n2c(=O)c3ccccc3cc12	0	-15	-4	11*	21	107*	22	-2	-4
CCOc1ccc(OCC(=O)Nc2nccs2)cc1	-5	-7	-18	0.4	1	1	0	-7	6
COC(=O)Nc1ccc2c(c1)N(C(=O)CCN(C)C)c1ccccc1CC2	-1	7	5	1.9	-12	-6	0	-2	-9
CC(=O)c1cc(C#N)c(SCc2ccccn2)nc1C	-1	1	1	-2.6	3	0	1	10	14

4 of these compounds in another layout.
Under each structure: PP1 inh, proCasp7 act, GASC-1 inh, PP5 inh, HCV core dimer, Fh CTSL1 inh, GRK2 aptamer HTS, proCasp3 act, VLA-4 inh
Cc1cccc(N(CC(=O)NC(C)(C)C)C(=O)CNC(=O)c2cccs2)c1
  2, 3, -21, 1.3, 5, 4, 2, 2, 11
COC(=O)C1=NN(C(=O)c2ccc(C)cc2)C(O)(c2ccc(Cl)cc2)C1 (stereo not given)
  3, -9, -10, 1.9, -5, 5, 1, -2, -11
O=C(CCc1nnc(COc2ccccc2)o1)NC1(c2ccccc2)CC1
  -1, 0, -5, -0.8, 4, -1, 9, -1, -7
COc1cccc(C(=O)N2CCCC(c3nc(-c4cccs4)no3)C2)c1 (stereo not given)
  5, -4, 16, 4.0, 0, -2, 0, -4, -14

(cont.)
SMILES	PP1 inh	proCasp7 act	GASC-1 inh	PP5 inh	HCV core dimer	Fh CTSL1 inh	GRK2 aptamer HTS	proCasp3 act	VLA-4 inh
CCOC(=O)c1ccc2c(c1)nc(SCc1cn3ccsc3n1)n2CC	-1	0	-3	2.2	2	-11	0	0	12
COC(=O)CCCC1=CC2=CC(=O)C(C)(OC(=O)c3ccc(Cl)nc3)C(=O)C2=CO1 (stereo not given)	9	-4	3	3.9	29	-4	4	1	-14
CN1CCN(/N=C/c2nc(-c3cccc([N+](=O)[O-])c3)n3ccccc23)CC1	0	3	-2	1.0	-17	5	0	-1	-3
CCOC(=O)Nc1ccc2c(COC(=O)c3ccccc3O)cc(=O)oc2c1	4	-5	-3	-0.1	12	-2	0	2	-6
CCCOC(=O)c1ccc(NC(=O)CCC(=O)OCC)cc1	-1	14	6	-4.8	-4	-1	0	10	1
COc1cc2c(cc1NC(=O)C(C)OC(=O)/C=C/c1ccc(OC(F)F)cc1)oc1ccccc12 (stereo not given)	-3	-2	-3	1.4	-9	-2	3	7	-8
CN(Cc1cn[nH]c1-c1ccc2c(c1)OCO2)C1CCOCC1	-5	0	-3	0.7	6	-3	1	8	-2
CCCCNC(=S)N(C)/N=C/c1c(F)c(F)c(F)c(F)c1F	-1	2	-8	0.1	4	7	0	6	-4
COc1ccc(NC(=O)c2cc3c(Cl)nc4ccccc4c3s2)c(OC)c1	-3	13	-3	3.1	-4	0	0	1	11
NC(=O)C1(N2CCCCC2)CCN(C(=S)Nc2ccc(F)cc2)CC1	-4	1	-4	0.9	-8	-13	0	-1	1
NC(=O)Cc1c[nH]c2cccc(O)c12	-1	6	3	1.1	-14	0	1	-7	7
Cc1cc2nsnc2c(S(=O)(=O)N2CCN(C)CC2)c1C	2	7	-35	2.0	-5	-3	0	-3	6
CCN(CC)c1ccc(NC(=O)CSc2nc(C3CC3)nc3ccccc23)cc1C	14	-4	-9	0.5	8	-2	0	-5	4
Cc1cc(=O)n2[nH]c(SCc3ccc(Cl)cc3)nc2n1	-4	13	-5	-1.6	1	-4	1	-11	-8
COc1ccccc1NC(CC(=O)c1ccccc1)C(=O)OCC(=O)c1ccc(F)cc1 (stereo not given)	2	-32	3	2.4	3	1	2	-17	-17
Cc1ccc(-n2nnnc2SCc2nnc(-c3ccccc3Br)o2)cc1	-2	7	-5	2.2	5	-4	1	-6	17
Cc1ccc(C)c(NC(=O)C2CCCN(S(=O)(=O)c3c(C)nn(C)c3C)C2)c1 (stereo not given)	-2	-15	3	1.3	1	-2	3	10	1
Cc1ccccc1-n1ncc2c1CC(C)(C)CC2NC(=O)CSc1ccncc1 (stereo not given)	-7	-2	1	-5.9	-4	5	2	3	-7
CCCN(C(=O)CSCc1ccc(Cl)cc1)c1c(N)n(Cc2ccccc2)c(=O)[nH]c1=O	-1	4	11	1.6	-1	5	0	1	4
Cc1ccc(C)c(NC(=S)N(CCc2nc3cc(C)c(C)cc3[nH]2)Cc2cccnc2)c1	-4	7	-13	0.6	-6	3	1	-2	22
Cc1ccc(NC(=O)CC2C(=O)N(Cc3ccccc3)C(=S)N2NC(=O)c2ccccc2)c(C)c1 (stereo not given)	6	5	-1	5.2	5	-1	0	-2	-6
CC(=NCC1CCCO1)c1c(O)[nH]c(=O)[nH]c1=O (stereo not given)	0	5	10	1.4	-2	2	4	-2	-4
Cn1c(=S)[nH]c2cccnc21	-2	-2	1	0.7	-1	0	0	4	-12
CCOC(=O)c1sc(=S)n(Cc2ccccc2)c1N	0	12	-22	5.0	3	2	0	7	1
CSCc1cc(N(C)C)nc(SCc2ccc(Cl)c(Cl)c2)n1	22*	-5	11	1.5	6	1	76*	-17	3

Some of the entries above, reformatted:
SMILES: Cn1c(=S)[nH]c2cccnc21
  PP1 inh: -2	proCasp7 act: -2	GASC-1 inh: 1	PP5 inh: 0.7	HCV core dimer: -1	Fh CTSL1 inh: 0	GRK2 aptamer HTS: 0	proCasp3 act: 4	VLA-4 inh: -12

SMILES: CCOC(=O)c1sc(=S)n(Cc2ccccc2)c1N
  PP1 inh: 0	proCasp7 act: 12	GASC-1 inh: -22	PP5 inh: 5.0	HCV core dimer: 3	Fh CTSL1 inh: 2	GRK2 aptamer HTS: 0	proCasp3 act: 7	VLA-4 inh: 1

Record cards, as listed above. Order of values: PP1 inh | proCasp7 act | GASC-1 inh | PP5 inh | HCV core dimer | Fh CTSL1 inh | GRK2 aptamer HTS | proCasp3 act | VLA-4 inh
Shown for CCOC(=O)c1sc(=S)n(Cc2ccccc2)c1N → 0 | 12 | -22 | 5.0 | 3 | 2 | 0 | 7 | 1
Shown for Cn1c(=S)[nH]c2cccnc21 → -2 | -2 | 1 | 0.7 | -1 | 0 | 0 | 4 | -12
Shown for Cc1ccc(NC(=O)CC2C(=O)N(Cc3ccccc3)C(=S)N2NC(=O)c2ccccc2)c(C)c1 (stereo not given) → 6 | 5 | -1 | 5.2 | 5 | -1 | 0 | -2 | -6
Shown for CSCc1cc(N(C)C)nc(SCc2ccc(Cl)c(Cl)c2)n1 → 22* | -5 | 11 | 1.5 | 6 | 1 | 76* | -17 | 3

Bioassay records deposited in PubChem by several laboratories.

Compounds were not picked by outcome; about 2.6% have a hit in one of these screens.
